AmpC no deterg: blocks E. coli AmpC beta-lactamase in detergent-free assay | P00811 | AmpC nitrocefin hydrolysis, absorbance 480 nm, 0.0001% Triton | Potency, µM (top dose mostly 57.1 µM), for the others: at the top dose activity change, negative = inhibition, usual class: inhibitors | 330,000 tested, 0.52% active | AID 485341;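 further: potency means the concentration at half of the fitted maximal effect; plate controls were no compound for no effect and no enzyme for full effect; nearly all actives have a fitted effect of over 20% in size; some results filed as inactive show a strong effect at the top dose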
Target sequence (P00811 whole entry, looked up): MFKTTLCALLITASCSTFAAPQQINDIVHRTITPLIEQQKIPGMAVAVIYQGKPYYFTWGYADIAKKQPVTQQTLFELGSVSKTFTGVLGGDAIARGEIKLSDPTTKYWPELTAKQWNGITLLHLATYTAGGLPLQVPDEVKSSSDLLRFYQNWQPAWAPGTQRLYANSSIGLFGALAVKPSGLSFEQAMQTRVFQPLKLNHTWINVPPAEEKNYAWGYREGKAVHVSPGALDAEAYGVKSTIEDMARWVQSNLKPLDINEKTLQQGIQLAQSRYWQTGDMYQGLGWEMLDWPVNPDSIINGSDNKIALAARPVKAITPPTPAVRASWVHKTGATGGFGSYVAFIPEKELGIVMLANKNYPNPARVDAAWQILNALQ
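AmpC (5.3 nM in the dispensed reagent) in 20 mM phosphate pH 7.0 with 0.01% (detergent screen) or 0.0001% Triton X-100 was preincubated with compounds for 15 min at room temperature. Nitrocefin was then added from an 800 uM solution, and hydrolysis was followed at 480 nm.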
Shiga inhibitor: inhibitors of Shiga toxin in Vero cells. 290,000 tested, 9.2% active. Vero cells, Shiga toxin protein synthesis inhibition reporter. inhibition, % at 38.7 µM. AID 2315; in the data active means inhibition mostly above about 28%, no sharp cut-off; inactive means mostly below about 43%; further: 0% is about no effect
AMA1 RON2 block: disrupts binding of P. falciparum AMA1 to RON2; AlphaScreen AMA1-biotinylated RON2 peptide binding; Potency, µM (series often up to 58.2 µM), without a hit: top-dose activity change, negative = inhibition, hits mostly inhibitors; AID 720542; 360,000 tested, 0.2% active;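 further: potency means the concentration at half of the fitted maximal effect; 0% = vehicle wells and -100% = peptide control; nearly all actives have a fitted effect of over 45% in size; some results filed as inactive show a strong effect at the top dose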
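AMA1 (3D7) with his tag at 25 nM final met compounds first, then biotinylated RON2 peptide at 25 nM; detection used donor plus acceptor beads, 10 µg/mL apiece, read by AlphaScreen after 30 min at room temperature.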
FBPA Giardia inh: inhibitors of Giardia lamblia fructose-1,6-bisphosphate aldolase; A8B2U2; purified Giardia FBPA; Potency, µM (series often up to 59.6 µM), without a hit: at the top dose activity, negative = inhibition, hits mostly inhibitors; 290,000 tested, 0.71% active; further: potency means the concentration at half of the fitted maximal effect; on the % scale 0 is the no-effect control and ±100 the full control effect; nearly all actives have a fitted effect of over 55% in size
Target sequence (A8B2U2 whole entry, looked up): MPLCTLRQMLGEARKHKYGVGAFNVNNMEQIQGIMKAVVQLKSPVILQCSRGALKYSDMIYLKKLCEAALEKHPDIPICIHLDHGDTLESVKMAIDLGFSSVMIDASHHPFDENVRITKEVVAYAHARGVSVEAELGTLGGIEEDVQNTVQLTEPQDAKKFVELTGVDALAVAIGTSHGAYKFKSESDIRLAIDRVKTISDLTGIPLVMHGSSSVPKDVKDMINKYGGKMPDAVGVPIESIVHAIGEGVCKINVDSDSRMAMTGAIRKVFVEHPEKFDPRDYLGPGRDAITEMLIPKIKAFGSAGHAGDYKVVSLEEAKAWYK
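40 nM FBPA preincubated 10 min at RT with compound (up to 57.5 uM final), then substrate plus GAPDH/TPI/NAD/arsenate coupling and diaphorase/resazurin added. Fluorescence read after 20 min at RT, 525/598 nm.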
HCMV inh: blocks human cytomegalovirus replication | activity change, negative = inhibition, % at 57.5 µM | HFF cells, HCMV-luciferase reporter, 72 h; active compounds read low | 410,000 tested, 4.5% active | AID 1259415; in the data active means activity change below about -60%; inconclusive means no clear call, values can overlap the other calls; inactive means above about -39%; further: on the % scale 0 is the no-effect control and ±100 the full control effect
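Cell-based, HFFs, 1000 cells/well, 16 h 37C; cpds in DMSO + HCMV-luc, MOI 1 PFU/cell; 72 h 37C; OneGlo luminescence after 5 min RT; norm. to buffer vs Salinomycin 10uM.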
CHX counter: affects cycloheximide protein synthesis inhibition readout, counter-screen; cell reporter, cycloheximide protein synthesis inhibition counterscreen; max response, %; 300,000 tested, 12% active; AID 2314; in the data active means max response mostly above about 13%, no sharp cut-off; inactive means mostly below about 14%; further: read at 38.3 µM for the half of the compounds with a filed dose; 0% is about no effect
AmpC detergent: blocks E. coli AmpC beta-lactamase in detergent assay; AmpC hydrolysis of nitrocefin, absorbance 480 nm, 0.01% Triton; Potency, µM (titrated, usually from 114 µM), for the others: top-dose activity change, negative = inhibition, usual class: inhibitors; AID 485294; 370,000 tested, 0.041% active;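 further: potency means the concentration at half of the fitted maximal effect; 0% = no-compound wells and -100% = no-enzyme wells; nearly all actives have a fitted effect of over 25% in size; some results filed as inactive show a strong effect at the top dose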
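AmpC (5.3 nM in the dispensed reagent) in 20 mM phosphate pH 7.0 with 0.01% (detergent screen) or 0.0001% Triton X-100 was preincubated with compounds for 15 min at room temperature. Nitrocefin was then added from an 800 uM solution, and hydrolysis was followed at 480 nm.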
* = called active by the depositor; ? = inconclusive; · = not tested or not shown; [ ] = dose if it differs, or a comment. Unless noted, the call rests on the fitted dose curve; in most records, active means well fitted curve in the direction sought with a large enough effect; inconclusive means small, poorly fitted or top-dose-only effect, or another doubt; inactive means no such curve, though single readings can be large; an effect the other way counts as inactive or inconclusive.

SMILES	AmpC no deterg	Shiga inhibitor	AMA1 RON2 block	FBPA Giardia inh	HCMV inh	CHX counter	AmpC detergent
Cc1ccc2[nH]c(=O)c(CN(Cc3cccs3)C(=S)NCc3ccco3)cc2c1	-34%	8	-5%[2.32 µM]	-2%	?	4	-7%
Cc1cccc(S(=O)(=O)Nc2ccc(-n3c(C)nc4ccccc4c3=O)cc2)c1	-33%	·	1%	·	-38	·	0%
N#Cc1sc2nc(-c3cccs3)cc(-c3ccc(Cl)cc3)c2c1N	-38%	21	48%[activator]	1%	-38	2	?
CCOC(=O)Cn1c(=O)oc2cc(S(=O)(=O)Nc3ccc(F)cc3)ccc21	-20%	-14	-5%	7%	-2	4	6%
COc1ccc(OC)c2[nH]c(=O)c(CCNC(=O)c3ccc(S(=O)(=O)N4CCCC4)cc3)cc12	149%[activator]	-15	3%	-3%	-7	-2	-8%
Cc1cccnc1NC(=O)c1ccc(COc2ccccc2)o1	-12%	29	-4%	·	11	19	4%
Cc1ccccc1NC(=O)Cc1nnc(SCC(=O)N2CCN(c3ccccc3)CC2)n1C	?	-3	0%	0%	-27	-3	3%
O=S(=O)(Nc1cc(Cl)cc(Cl)c1)N1CCOCC1	-7%	-6	-7%	-1%	-23	4	2%
O=C(CN1C(=O)C2C3C=CC(C3)C2C1=O)Nc1cccc(S(=O)(=O)N2CCCC2)c1 (stereo unspecified)	-32%	2	-5%	0%	-2	-4	-2%
Cc1ccc2cccc(Oc3ncnc4scc(-c5ccc(Cl)cc5)c34)c2n1	3%	-11	-19%	-4%	-27	-4	?
Cc1ccc(/C=N/NC(=O)CN2CCN(Cc3ccccc3)CC2)o1	-9%	-4	27%	-3%	-1	-2	1%
COc1ccc(C(=O)c2c3ccccc3[n+]([O-])n2CCC(N)=O)cc1	-23%	·	-1%	·	-9	·	-9%
Cc1ccc(OCc2nnc(SCc3cc(=O)[nH]c4ccccc34)n2-c2ccccc2)cc1	-5%	-5	-17%	2%	-18	4	-10%
Cc1cc(NC(=O)c2sc3ccccc3c2O)no1	-4%	82*	-9%	-10%	76	62*	-2%
Cc1cc2c(n1-c1ccc(Cl)cc1)CC(C)(C)CC2=O	26%	17	-14%	3%	26	-3	-3%
COC(=O)Cn1c(O)c(N=NC(=O)c2ccc3c(c2)OCO3)c2ccccc21	-3%	16	12%	-5%	-24	8	1%
Cc1cc(C(=O)NNC(=O)CCCOc2ccccc2)c(C)o1	-18%	·	73%[activator]	·	-2	·	-17%
O=c1cc(CSc2nnc(-c3cccnc3)n2-c2ccccc2F)nc2sccn12	-7%	-9	-3%	·	67	-4	-5%
Cc1oc(-c2ccc(Cl)cc2)cc1C(=O)/C(C#N)=C/Nc1ccccc1	-36%	28	-12%	-14%	42	5	3%
O=C(COC(=O)c1ccc(Cl)nc1)NCc1cccs1	-15%	-4	-4%	3%	-15	-3	-4%
O=C(NCCCN1CCOCC1)C(=O)NCC1CCCO1 (stereo unspecified)	-6%	-9	12%	2%	13	-2	-3%
CC(Cc1ccccc1)C(=O)Nc1ccc(Br)cc1 (stereo unspecified)	-23%	100*	5%	1%	21	36*	5%
COC(=O)c1oc2ccc(Br)cc2c1-n1cccc1	-15%	-6	3%	5%	10	-4	?
Cc1ccc(OCc2ccc(C(=O)Nc3ccc(S(N)(=O)=O)cc3)o2)cc1	-42%	5	-2%	0%	-29	18	-3%
CC1CCN(c2ccc(C(=O)NCc3cccs3)cn2)CC1	-8%	78	3%	1%	1	52*	0%

Only Shiga inhibitor and FBPA Giardia inh, for some of the entries so far:
compound	Shiga inhibitor	FBPA Giardia inh
N#Cc1sc2nc(-c3cccs3)cc(-c3ccc(Cl)cc3)c2c1N	21	1%
Cc1ccccc1NC(=O)Cc1nnc(SCC(=O)N2CCN(c3ccccc3)CC2)n1C	-3	0%

Next results follow.
SMILES	AmpC no deterg	Shiga inhibitor	AMA1 RON2 block	FBPA Giardia inh	HCMV inh	CHX counter	AmpC detergent
CC(C)c1cccc(C(C)C)c1NC(=O)COC(=O)[C@H](C)NC(N)=O	4%	-11	-1%	4%	-22	-5	3%
Cc1ccc(P(=Nc2ccccc2)(N2CCOCC2)N2CCOCC2)o1	-18%	29	-1%	0%	-10	12	?
O=C(Nc1ccnn1C1CCN(Cc2ccc(Cl)cc2)CC1)C1CCCC1	72%[activator]	-5	0%	·	-25	-3	-4%
Cc1cccc(NC(=O)NNS(=O)(=O)c2ccc(F)cc2)c1	-15%	-9	-7%[11.6 µM]	4%	-32	-8	-3%
O=C(CN(C(=O)CCC(=O)Nc1nccs1)c1ccccc1F)NCC1CCCO1 (stereo unspecified)	-8%	-7	20%	1%	-14	-2	1%
CC1COC(=O)C(NNc2ccc(Cl)c(Cl)c2)=N1 (stereo unspecified)	-34%	38	5%	-3%	-23	10	0%
O=C(Nc1cc(Cl)ccc1Cl)C1CCCO1 (stereo unspecified)	-1%	·	-8%	1%	-19	-1	?
Fc1ccc(N/N=C2/CC(c3ccccc3)Oc3ccccc32)c(F)c1 (stereo unspecified)	-30%	52*	-15%	1%	17	26*	?
CCOCCc1nnc(NC(=O)C(C)Oc2ccccc2)s1 (stereo unspecified)	-4%	-8	0%	3%	-28	-7	-3%
Cc1ccc(-n2c(=O)[nH]cc(C(=O)Nc3ccc4c(c3)OCCO4)c2=O)cc1C	-8%	-6	-6%	4%	14	1	-2%
O=C(COC(=O)c1ccc(C(F)(F)F)cc1)NC(=O)NC1CCCC1	-20%	·	-6%	·	-6	·	?
O=C(c1cccnc1)N1CCN(Cc2ccc3ccccc3c2)CC1	53%	-9	4%	?	21	-3	-13%
CCOc1cc(CNCCN(C)C)c(Cl)cc1OCC(=O)NCCc1ccccc1	21%	-3	0%	-5%	-5	-3	1%
Nc1ccccc1SCC(=O)Nc1ccc2c(c1)OCO2	-8%	73*	2%	·	-25	23*	5%
COCCN(CC(=O)Nc1cccc(S(=O)(=O)N2CCCC2)c1)Cc1nc2ccccc2c(=O)[nH]1	-5%	·	88%[activator]	·	5	·	0%
O=C(CN1CCN(Cc2ccc(Cl)cc2)C1=O)NCCCN1CCN(c2ccc(F)cc2)CC1	147%[activator]	-9	-3%	5%	-75*	-3	?
Cc1nnc(NCc2ccco2)s1	-20%	-13	-1%	·	-11	3	-3%
COc1cc(-c2nc3ccccc3nc2-c2ccc(O)c(OC)c2)ccc1O	-7%	-37	-20%	12%	116	-3	-8%
Cc1ccc(C(=O)CSc2ncnc3sc4c(c23)CCC(C)C4)cc1 (stereo unspecified)	-17%	3	2%	1%	-99*	10	0%
COC(=O)c1nn(Cc2ccccc2)c(=O)c2ccccc12	-24%	-13	6%	13%	39	7	6%
CC(C)CNC(=O)NC(=O)COC(=O)c1cc(F)cc(F)c1	-13%	-5	-2%	2%	-29	-1	-10%
CCCC(c1nnnn1CCOC)N1CCN(c2nc3ccccc3s2)CC1 (stereo unspecified)	131%[activator]	14	3%	3%	?	4	1%
O=C(NC(=S)NC1CCC(O)CC1)c1ccco1 (stereo unspecified)	-13%	·	2%[11.6 µM]	·	3	·	·
CC1CN(c2oc(COc3ccc(Cl)cc3Cl)nc2C#N)CC(C)O1 (stereo unspecified)	98%[activator]	6	?	-4%	68	1	?
CCOC(=O)C(Cc1ccc(NC(=O)/C(=C\c2ccccc2)NC(=O)c2ccccc2)cc1)N1C(=O)c2ccccc2C1=O (stereo unspecified)	?	-19	-4%	5%	-2	1	-6%

Sorted by formula weight (rising): some entries from above
SMILES	AmpC no deterg	Shiga inhibitor	AMA1 RON2 block	FBPA Giardia inh	HCMV inh	CHX counter	AmpC detergent
CC1COC(=O)C(NNc2ccc(Cl)c(Cl)c2)=N1 (stereo unspecified)	-34%	38	5%	-3%	-23	10	0%
Cc1ccc(C(=O)CSc2ncnc3sc4c(c23)CCC(C)C4)cc1 (stereo unspecified)	-17%	3	2%	1%	-99*	10	0%
COc1cc(-c2nc3ccccc3nc2-c2ccc(O)c(OC)c2)ccc1O	-7%	-37	-20%	12%	116	-3	-8%
O=C(CN(C(=O)CCC(=O)Nc1nccs1)c1ccccc1F)NCC1CCCO1 (stereo unspecified)	-8%	-7	20%	1%	-14	-2	1%

Going on with the list:
SMILES	AmpC no deterg	Shiga inhibitor	AMA1 RON2 block	FBPA Giardia inh	HCMV inh	CHX counter	AmpC detergent
COc1ccc(-c2cc(=NCC(=O)O)c3ccccc3o2)cc1	-24%	62*	18%	-5%	·	28*	0%
CC(C)N(Cc1ccccc1)C(=O)COC(=O)c1ccc2c(c1)OCCO2	11%	-16	-16%	-3%	18	-3	-11%
COc1cc(C(=O)N(Cc2ccccc2)c2cccc(C)c2)ccc1OC(F)F	31%	-4	12%	·	-6	7	9%
O=C(COc1ccc(C(=O)NCCN2CCOCC2)cc1)Nc1cccc(C(F)(F)F)c1	34%	·	-8%	·	-17	·	?
Brc1ccc(-c2csc3ncnc(-n4nnc5ccccc54)c23)cc1	1%	11	?	2%	-68*	4	-3%
Cc1ccccc1S(=O)(=O)Cc1ccc(C(=O)NCCCN2CCC(C)CC2)o1	-17%	-5	-12%	-6%	-31	-2	-14%
COc1ccc(-n2nc(C(=O)NCC(=O)NCC3COc4ccccc4O3)c3ccccc3c2=O)c(OC)c1 (stereo unspecified)	104%[activator]	-9	-1%	3%	13	-1	?
CCNC(=O)c1ccc(NC(=O)CC2SC(N3CCCC3)=NC2=O)cc1 (stereo unspecified)	-7%	·	-3%	·	38	·	4%
Cc1ccc(S(=O)(=O)NCC(=O)OC2CCOC2=O)cc1 (stereo unspecified)	-5%	-12	1%	0%	4	-1	0%
CC(C)(C)/C(O)=C(/C#N)c1nc2ccccc2[nH]1	-28%	-4	27%	-4%	-18	16	-3%
COc1cc(C(=S)N2CCOCC2)ccc1OS(=O)(=O)c1ccc(C)cc1	24%	1	-2%	7%	-28	-2	-14%
Cc1ccc(S(=O)(=O)N2CCN(C(=O)CC(C)C)CC2)cc1	-16%	81*	5%	-1%	-34	32*	?
Cc1cc(C)n2cc(CSc3nc4cc(Cl)ccc4o3)nc2n1	108%[activator]	-24	-2%	-8%	?	-4	-9%
NC(=O)Nc1cccc2ccccc12	-17%	-8	10%	0%	-14	-4	0%
O=S(=O)(/N=C(/Nc1cccnc1)c1ccccc1)c1ccc(F)cc1F	-12%	·	0%	·	-6	·	·
CCOc1ccc(-c2nc(-c3ccccc3)no2)cc1OCC	-17%	70*	13%	-1%	23	29*	-18%
COc1ccccc1CNC(=O)COC(=O)c1ccccc1-c1ccccc1	-18%	·	15%	·	-30	·	-10%
CCN(CC(=O)Nc1cc(Cl)ccc1C)C(=O)CC1CCCC1	1%	·	-5%	·	-14	·	·
COc1ccc(CNC(=O)COC(=O)/C=C/c2cccc(Cl)c2)cc1	-12%	·	1%	·	-16	·	·
COc1ccc2c(C)cc(=O)oc2c1	·	·	-5%	0%	-102*	·	·
Cc1cccc(N/N=C/c2ccncc2)c1	-21%	45*	-1%	-19%	51	34*	1%
Cn1c(SCC(=O)N2CCCCC2)nc2c([nH]c3ccccc32)c1=O	-8%	-10	-4%	-2%	29	-6	-14%

Source: PubChem (National Center for Advancing Translational Sciences (NCATS))
